High-throughput results from PubChem.
SMN2 splice up = qHTS Assay for Enhancers of SMN2 Splice Variant Expression; HEK293 SMN2-luciferase splicing reporter, luminescence, 30-36 h; Potency, µM (doses to about 46.1 µM), for inactives: top-dose activity change, positive = activation, usual class: activators; 210,000 tested, 2.8% active; AID 1458, 2008; also: % of control where 0% means no effect; nearly all actives have a fitted effect of over 55% in size
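HEK293 cells carry an SMN2 […]–luciferase reporter in which exon 7 inclusion puts luciferase in frame. Cells were plated 10-12 h before compound addition, then incubated 30-36 h at 37C. ONE-Glo luminescence was read; sodium butyrate at 4.5 mM final served as control.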
NPSR antagonist = qHTS Assay for Antagonists of the Neuropeptide S Receptor: cAMP Signal Transduction; CHO-NPSR cells, cAMP TR-FRET, antagonist mode; Q6W5P4; Potency, µM (doses to about 38.3 µM), for inactives: at the top dose activity change, negative = inhibition, usual class: inhibitors; 220,000 tested, 1% active; also: % is scaled to controls: 0 for no effect and ±100 for the full control effect; nearly all actives have a fitted effect of over 50% in size; many of its hits are not listed in these tables
Target sequence (Q6W5P4 whole entry, looked up): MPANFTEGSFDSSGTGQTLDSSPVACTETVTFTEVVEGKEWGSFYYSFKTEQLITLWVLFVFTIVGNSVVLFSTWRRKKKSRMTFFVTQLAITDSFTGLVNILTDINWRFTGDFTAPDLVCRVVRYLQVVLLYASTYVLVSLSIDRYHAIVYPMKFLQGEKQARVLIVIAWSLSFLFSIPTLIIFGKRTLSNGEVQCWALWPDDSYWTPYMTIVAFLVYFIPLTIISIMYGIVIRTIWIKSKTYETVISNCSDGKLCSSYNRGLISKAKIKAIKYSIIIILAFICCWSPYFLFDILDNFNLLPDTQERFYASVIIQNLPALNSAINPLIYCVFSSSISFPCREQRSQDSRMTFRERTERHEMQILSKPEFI
RECQ1 helicase = qHTS Assay for Inhibitors of RecQ-Like Dna Helicase 1 (RECQ1); ATP-dependent DNA helicase Q1 (Homo sapiens), P46063; RECQ1 DNA unwinding, red fluorescence kinetic read; Potency, µM (highest dose often 57.3 µM), for the others: at the highest dose activity, negative = inhibition, most hits filed as inhibitors; 240,000 tested, 0.54% active; AID 2549, 2010;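 also: plate controls were vehicle for no effect and no enzyme for full effect; nearly all actives have a fitted effect of over 30% in size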
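50 nM RECQ1T1 preincubated 15 min with compound in Tris pH 8.0 buffer with MgCl2, DTT, Tween-20 and 2.5 ug/ml poly(dI-dC); started with 200 nM TAMRA/BHQ-2 forked duplex and 2 mM ATP. Unwinding read as fluorescence (525/598 nm), two reads 2 h apart.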
KinaseGlo FLuc = Counterscreen for Luciferase (Kinase-Glo TM) Inhibition; Potency, µM (highest dose often 38.3 µM), for inactives: at the top dose activity change, negative = inhibition, hits mostly inhibitors; 200,000 tested, 0.28% active; Kinase-Glo luciferase, ATP luminescence, 8 min; AID 1379, 2008; also: % is scaled to controls: 0 for no effect and ±100 for the full control effect; nearly all actives have a fitted effect of over 60% in size
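Kinase-Glo luciferase light output from ATP and luciferin was measured with 10 uM ATP, within the enzyme's linear range. Buffer: 50 mM imidazole pH 7.2, 50 mM KCl, 7 mM MgCl2, 0.01% Tween 20, 0.05% BSA; luminescence read after 8 min at ambient temperature.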
IMPase Li inh = qHTS Assay for Identifying the Cell-Membrane Permeable IMPase Inhibitors: Potentiation with Lithium; Potency, µM (top dose mostly 59.4 µM), for inactives: at the highest dose activity, negative = IMPase inhibition, actives largely listed as inhibitors; 210,000 tested, 0.35% active; CHO-M1 cells, IP1 TR-FRET (IP-One), carbachol + lithium;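 also: IP1 builds up when IMPase is blocked and the TR-FRET signal falls; plate controls were basal vehicle for no effect and high inhibitor control for full effect; nearly all actives have a fitted effect of over 50% in size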
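Steps: plate 2000 CHO-M1 cells per well and culture 16–30 h; add compound and lithium; incubate 30 min, 37C; add d2-IP1 tracer and Eu cryptate anti-IP1 antibody in lysis buffer; read after 10 min at room temperature.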
Epigenetic reg = Quantitative High-Throughput Screen for Regulators of Epigenetic Control. murine LDR cells, GFP reporter derepression, 30 h. Potency, µM (titrated, usually from 53.9 µM), for inactives: at the highest dose GFP activation, most hits filed as activators. 280,000 tested, 0.2% active; also: % of control where 0% means no effect; nearly all actives have a fitted effect of over 60% in size
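Murine LDR cells carrying a silenced, genomically integrated CMV-driven GFP reporter were exposed to compound for 30 hours at 37 C. After PBS washes, GFP-positive cells (20–120 um objects) were counted by laser-scanning microplate cytometry.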
RGS12 GoLoco inh = qHTS Assay for Inhibitors of RGS12 GoLoco Motif Activity (Red Fluorophore) | Guanine nucleotide-binding protein G(i) subunit alpha-1 (Homo sapiens), P63096 | Gai1:RGS12 GoLoco peptide FP, rhodamine, 10 min | Potency, µM (highest dose often 61.6 µM), for inactives: at the highest dose activity, negative = inhibition, usual class: inhibitors | 230,000 tested, 0.44% active; active = well fitted inhibition curve with a large enough effect, not every such curve was filed as active; inactive = no such curve, though single readings can be large or run the other way; also: % is scaled to controls: 0 for no effect and ±100 for the full control effect; nearly all actives have a fitted effect of over 30% in size; many of its hits are not listed in these tables
Target sequence (P63096 whole entry, looked up): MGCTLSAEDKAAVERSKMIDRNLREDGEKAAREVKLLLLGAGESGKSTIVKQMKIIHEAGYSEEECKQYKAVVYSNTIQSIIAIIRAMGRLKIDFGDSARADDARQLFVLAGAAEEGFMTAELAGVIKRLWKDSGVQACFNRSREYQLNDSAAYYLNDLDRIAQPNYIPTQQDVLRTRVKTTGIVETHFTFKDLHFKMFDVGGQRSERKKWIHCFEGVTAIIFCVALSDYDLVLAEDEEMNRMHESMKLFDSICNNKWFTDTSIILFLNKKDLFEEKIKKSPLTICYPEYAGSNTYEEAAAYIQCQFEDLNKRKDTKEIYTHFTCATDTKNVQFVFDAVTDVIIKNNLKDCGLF
KDM4E inh = qHTS Assay for Inhibitors of Human Jumonji Domain Containing 2E (JMJD2E); Lysine-specific demethylase 4E (Homo sapiens), B2RXH2; JMJD2E catalytic domain, FDH-coupled NADH fluorescence (FDH is formaldehyde dehydrogenase); Potency, µM (series often up to 57.1 µM), without a hit: at the top dose activity change, negative = inhibition, most hits filed as inhibitors; 230,000 tested, 1.6% active; active = well fitted inhibition curve with a large enough effect, not every such curve was filed as active; inconclusive = small, poorly fitted or top-dose-only effect, or another doubt; inactive = no such curve, though single readings can be large or run the other way;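 also: 0% = wells with enzyme and -100% = buffer wells without enzyme; nearly all actives have a fitted effect of over 50% in size; many of its hits are not listed in these tables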
Target sequence (B2RXH2 1-337 limits assumed): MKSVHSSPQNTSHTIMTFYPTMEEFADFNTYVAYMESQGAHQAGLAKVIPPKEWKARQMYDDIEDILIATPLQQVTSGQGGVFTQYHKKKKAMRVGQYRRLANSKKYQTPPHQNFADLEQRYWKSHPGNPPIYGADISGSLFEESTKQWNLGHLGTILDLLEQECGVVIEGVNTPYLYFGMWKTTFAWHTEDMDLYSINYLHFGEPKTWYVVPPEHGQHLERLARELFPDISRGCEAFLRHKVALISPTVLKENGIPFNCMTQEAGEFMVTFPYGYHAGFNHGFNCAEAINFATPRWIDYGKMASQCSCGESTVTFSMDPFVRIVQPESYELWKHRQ
* marks the source's active call; other numbers are inactive results; i = inactive; u = inconclusive; x = not tested or not shown; [ ] = remark or other dose. Unless noted, calls follow the shape of the dose curve; as a rule, active = well fitted curve in the direction sought with a large enough effect; inconclusive = small, poorly fitted or top-dose-only effect, or another doubt; inactive = no such curve, though single readings can be large; an effect the other way counts as inactive or inconclusive. Potency is read from the fitted curve at half-maximal effect. These rows are one share of the data (hit frequency here may not be typical).

Sequence of screens: SMN2 splice up	NPSR antagonist	RECQ1 helicase	KinaseGlo FLuc	IMPase Li inh	Epigenetic reg	RGS12 GoLoco inh	KDM4E inh
COc1cc(/C=N/NC(=O)C[n+]2ccccc2)cc(OC)c1OC
→ 6%	7%	0%	1%	3%	1.1%	1%	6%
COC(=O)c1c(NC(=O)CN2CCOCC2)sc2c1CCC(C)C2 (stereo unspecified)
→ -5%	-28%[46.1 µM]	i	-1%	18%[38.3 µM]	-4.3%	5%	-11%
COC(=O)C(C(=O)OC)C(C[N+](=O)[O-])c1ccc(OC)c(OC)c1 (stereo unspecified)
→ 3%	-13%[46.1 µM]	-6%	-3%	-9%[38.3 µM]	-2.3%	-9%	2%
O=[N+]([O-])c1cc(-c2cnc3ccccc3n2)ccc1Oc1ccc(Cl)cc1
→ -14%	-22%	-11%	-5%	20%	1.0%	5%	u
COc1ccc2[nH]cc(C3N4CC5(C)CN3CC(C)(C4)C5=O)c2c1 (stereo unspecified)
→ -19%	-3%[46.1 µM]	7%	0%	24%[38.3 µM]	-3.3%	10%	2%
O=C(NN1C(=O)c2ccccc2C1=O)c1ccc2c(c1)C(=O)N(CC1CCCO1)C2=O (stereo unspecified)
→ x	6%	-2%	x	x	0.0%	0%	-2%
COc1cccc(-n2nnnc2SCC(=O)Nc2cccc(NC(C)=O)c2)c1
→ -6%	1%[46.1 µM]	i	2%	14%[38.3 µM]	-1.0%	16%	3%
O=Cc1cn(CC(=O)N2CCCCC2)c2ccccc12
→ -3%	6%	-12%	0%	2%	-0.9%	-7%	4%
O=C1C(CSCc2ccccc2)NC(=S)N1c1ccccc1 (stereo unspecified)
→ x	-32%	-2%	x	x	u	-27%	-3%
Cc1cc(C)c(S(C)(=O)=O)c(Oc2cccc(C(F)(F)F)c2)n1
→ -15%	-6%	-11%	-2%	3%	1.1%	6%	u
CCN1CCN(c2cc(C)c3cc(NC(=O)c4ccc(Br)o4)ccc3n2)CC1
→ x	6%[46.1 µM]	-17%	x	x	9.6%	x	-2%
O=C1CNCc2[nH]c3ccccc3c2N1c1ccccc1
→ -18%	-15%[46.1 µM]	-10%	-2%	19%[38.3 µM]	0.0%	-3%	-19%
CCOC(=O)c1sc(NC(=O)CN2C(=O)c3cccc4cccc(c34)C2=O)nc1C
→ -8%	3%[46.1 µM]	-1%	-2%	3%[38.3 µM]	-0.3%	9%	-6%
Cn1cc(Cl)c(-c2n[nH]c(=S)n2C2CCCCC2)n1
→ -26%	24%	-3%	-3%	-2%	2.4%	12%	0%
Cc1ccccc1OCCSc1nc(N(C)C)nc(N(C)C)n1
→ -26%	-17%	-2%	0%	6%	-1.9%	5%	17%
O=C(CSc1nnc(-c2ccco2)n1-c1ccccc1)NCc1ccc2c(c1)OCO2
→ 12%	-16%[46.1 µM]	6%	0%	8%[38.3 µM]	-1.1%	0%	3%
CCOC(=O)C1CCCN(C(=O)CCc2ccccc2)C1 (stereo unspecified)
→ x	18%[46.1 µM]	-9%	x	x	-3.3%	x	2%
O=C(COc1ccc(Cl)cc1Cl)NNC(=S)NC(=O)c1ccco1
→ x	8%	-1%	x	x	-1.8%	6%	u
O=C(Cc1ccc(-c2ccccc2)cc1)NCc1cccnc1
→ -22%	7%	-5%	-4%	11%	2.6%	28%	-6%
O=C(NC(=S)Nc1cccc(NC(=O)c2ccccc2Cl)c1)c1cccs1
→ -20%	-23%	-1%	1%	-6%	17%	-1%	3%
O=C(O)CSCc1c(F)cccc1Cl
→ 1%	1%[46.1 µM]	-1%	-4%	4%	1.2%	-1%	u
CCc1cc2c(-n3nc(C)cc3C)ncnc2s1
→ 0%	-15%[46.1 µM]	5%	0%	0%	7.0%	0%	3%
COc1ccc(CCN2CCCn3c2nc2c3c(=O)n(Cc3ccccc3F)c(=O)n2C)cc1OC
→ -24%	-18%[46.1 µM]	4%	1%	17%[38.3 µM]	-2.7%	2%	7%
CC(C)C(=O)Nc1ccc(C(=O)NNC(=O)C(c2ccccc2)c2ccccc2)cc1
→ -5%	-6%[46.1 µM]	-12%	2%	5%[38.3 µM]	-1.2%	18%	5%
Cc1cccnc1NC(=O)CSc1nnc(COc2ccc(C(C)C)cc2)n1C
→ -14%	-3%	i	5%	0%	0.1%	5%	5%
Cc1cc(C(=O)C(=O)NC(C)C)c(C)n1-c1ccc([N+](=O)[O-])cc1
→ u	-3%[46.1 µM]	-3%	-4%	0%[38.3 µM]	0.0%	-18%	4%
COc1cccc(-c2ccc(SCC(=O)N3CCN(c4ccccc4)CC3)nn2)c1
→ -31%[inhibitor]	-4%	i	-1%	-3%	-1.1%	11%	-9%
C=CCNC(=S)Nc1ccc(Br)cc1F
→ -20%	13%	-8%	3%	-8%	-0.1%	7%	3%
COc1ccc(C(O)c2nccn2Cc2ccccc2)cc1 (stereo unspecified)
→ -21%	-2%[46.1 µM]	-3%	-6%	-8%[38.3 µM]	-1.4%	5%	3%
Cc1ccc(/C(N)=N/OC(=O)c2cccs2)cc1
→ 26%[1.84 µM]	4%	2%	-11%	6%	1.0%	-2%	7%

2 successive compounds from above, for reference:
Sequence of screens: SMN2 splice up	NPSR antagonist	RECQ1 helicase	KinaseGlo FLuc	IMPase Li inh	Epigenetic reg	RGS12 GoLoco inh	KDM4E inh
COc1ccc(C(O)c2nccn2Cc2ccccc2)cc1 (stereo unspecified)
→ -21%	-2%[46.1 µM]	-3%	-6%	-8%[38.3 µM]	-1.4%	5%	3%
Cc1ccc(/C(N)=N/OC(=O)c2cccs2)cc1
→ 26%[1.84 µM]	4%	2%	-11%	6%	1.0%	-2%	7%

(listing goes on)
Sequence of screens: SMN2 splice up	NPSR antagonist	RECQ1 helicase	KinaseGlo FLuc	IMPase Li inh	Epigenetic reg	RGS12 GoLoco inh	KDM4E inh
COc1cc(NC(=O)c2cccc3c2C(=O)N(Cc2cccnc2)C3)cc(OC)c1OC
→ u	12%	2%	2%	13%	-1.0%	-4%	-10%
CCC(NC(=O)CCCc1ccccc1)c1ccccc1 (stereo unspecified)
→ -7%	-5%	-4%	1%	10%	-2.5%	8%	0%
S=c1[nH]nc(-c2ccco2)n1/N=C/C(Cl)=C/c1ccccc1
→ x	u	i	x	x	1.3%	-4%	-10%
CCn1c(N)c(C(=O)NCc2cccnc2)sc1=S
→ 27%	-16%[46.1 µM]	-6%	3%	1%[38.3 µM]	1.8%	17%	-8%
CCc1ccc2c(c1)C(c1ccc([N+](=O)[O-])cc1)=NNC(c1ccc(F)cc1)=N2
→ u	-22%[46.1 µM]	-8%	4%	62%[activator][38.3 µM]	2.5%	-11%	-5%
COc1ccc(OCC(O)CNC(=O)c2ccc(OC)cc2)cc1 (stereo unspecified)
→ 0%	3%	i	-1%	-5%	0.1%	6%	-2%
Cc1ccc2[nH]nc(C(=O)N3CCCC(C(=O)c4ccc(Cl)cc4)C3)c2c1 (stereo unspecified)
→ x	6%	-5%	2%	14%	-2.9%	2%	-1%
COC(=O)C(=Nc1ccccc1)/C(C(=O)C(=O)N(C)c1ccccc1)=C(\O)c1ccccc1
→ x	20%	-8%	x	x	-4.3%	-4%	-22%
COC(=O)c1ccc(N=Cc2c(C(F)(F)F)[nH][nH]c2=O)cc1
→ 19%	2%	-4%	3%	-6%	-5.2%	3%	-6%
CCCC(=O)n1nc(-c2ccco2)nc1SCc1ccccc1
→ u	16%	-7%	2%	7%	-1.0%	15%	1%
COc1ccccc1NC(=O)NCC(=O)Nc1c(C)cccc1C
→ -5%	7%	i	0%	0%	-1.6%	6%	1%
CCc1ccc(-n2c(=O)c3c(C)c(C(=O)N(C)C)sc3n(CC(=O)NCC3CCCO3)c2=O)cc1 (stereo unspecified)
→ 11%	8%	13%	-2%	-13%	12%	-6%	10%
CCOC(=O)c1ccc(NC(=O)c2ccc3c(c2)OCO3)cc1
→ 16%	-3%[46.1 µM]	i	-7%	17%[38.3 µM]	-1.2%	8%	-4%
Cc1ccc(CS(=O)(=O)c2ncn[nH]2)cc1
→ 4%	5%	i	1%	0%	-0.7%	5%	-2%
COc1ccc2[nH]cc(CCO)c2c1
→ 11%	x	23%	x	8%	0.0%	-1%	x
CCN1C(=O)/C(=C\c2cccs2)C(C(=O)OC)=C1C
→ -3%	-5%[46.1 µM]	-8%	-3%	-12%[38.3 µM]	-3.1%	4%	3%
COc1ccc(C(C(=O)NC2CCCCC2)N(C(=O)c2sc(C)nc2C)c2ccccc2C)cc1 (stereo unspecified)
→ x	u	-3%	4%	-7%[38.3 µM]	-1.1%	-5%	-3%
CCCNC(=O)COC(=O)c1ccc(N2CCCC2)c([N+](=O)[O-])c1
→ -5%	-2%	-7%	-1%	21%	-0.1%	7%	5%
Cc1nn(C)cc1C(=O)NNC(=S)Nc1ccccc1
→ u	1%[46.1 µM]	-2%	1%	2%[38.3 µM]	-0.3%	4%	-2%
Cc1ccc(NC(=S)N/C(=N/S(=O)(=O)c2ccccc2)c2ccccc2)cc1
→ -1%	-16%[46.1 µM]	14%	-3%	7%[38.3 µM]	0.4%	10%	-6%
COc1ccccc1C(=O)N1CCCC1(C#N)c1ccccc1 (stereo unspecified)
→ 15%	8%[46.1 µM]	-4%	4%	20%[38.3 µM]	3.1%	-4%	1%
COc1ccc(S(N)(=O)=O)cc1C(=O)NCCCN1CCN(c2ccccc2OC)CC1
→ -14%	7%	-10%	2%	2%	0.1%	6%	14%
CC(=O)c1cccc(NC(=O)c2onc(C)c2Cl)c1
→ 9%	-3%[46.1 µM]	5%	-3%	-5%[38.3 µM]	0.0%	9%	6%
Cc1cc(C)nc(SCC(=O)Nc2ccc(S(=O)(=O)Nc3nccs3)cc2)n1
→ 2%	-11%[46.1 µM]	1%	0%	-1%[38.3 µM]	0.9%	5%	11%
O=c1c2c3n(c(=O)nc2[nH]n1-c1ccccc1)CCCCC3
→ -2%	-5%[46.1 µM]	0%	-4%	10%[38.3 µM]	-4.3%	2%	5%
